# Growth percent in the NCI-60 one-dose screen (48 h, 10 µM unless noted): 100 = growth as untreated, 0 = no growth, -100 = all killed.
# UACC-257: UACC-257 melanoma | 4.4% of 78,000 active
# SK-MEL-28: SK-MEL-28 melanoma | 4.1% of 81,000 active | AID 1794761
# UACC-62: UACC-62 melanoma; 5.4% of 81,000 active; AID 1794756
# SK-MEL-2: SK-MEL-2 melanoma; 4.7% of 77,000 active; AID 1794763
# SK-MEL-5: SK-MEL-5 melanoma; 6.4% of 80,000 active; AID 1794755
# MDA-MB-435: MDA-MB-435 melanoma. 7.8% of 82,000 active. AID 1794794
# LOX IMVI: LOX IMVI melanoma; 7.4% of 79,000 active
# MALME-3M: MALME-3M melanoma | 5.8% of 78,000 active
# * marks the source's active call; other numbers are inactive results; . = not tested or not shown; & = joins results of further samples; [ ] = another dose, or the depositor's remark. Rule for the calls: active = growth percent below 10; inactive = the rest.
SMILES,UACC-257,SK-MEL-28,UACC-62,SK-MEL-2,SK-MEL-5,MDA-MB-435,LOX IMVI,MALME-3M
O=C1OCC2=C1C(c1ccc(Cl)c(Cl)c1)c1cc3c(cc1N2CCO)OCCO3 (configuration not stated),60,53,23,.,30,-53*,44,.
c1ccc([P+](Cc2ccccc2C[P+](c2ccccc2)(c2ccccc2)c2ccccc2)(c2ccccc2)c2ccccc2)cc1,100,104,90,105,117,96,87,113
COc1ccc(C2=Nn3c(nnc3-n3[nH]c(=O)c4ccccc4c3=O)SC2)cc1,97,.,100,102,101,98,98,99
CCCCCCNC(=O)Oc1ccc(/C(=C(\C)c2ccc(Cl)cc2)c2ccc(OCCN(CC)CC)cc2)cc1,6.3*,66,73,96,52,65,44,49
c1ccc(-c2nnnn2-c2ccccn2)cc1,105,119,98,100,100,116,97,.
CCOC(=O)C(Cl)c1ccccc1 (configuration not stated),79,78,90,80,98,107,100,100
CCSCN1CC(C)N(CSCC)CC1C (configuration not stated),.,110,86,113,104,102,96,86
S=c1[nH]ccs1,93,112,112,103,104,105,102,117
O=C1C=C(Nc2cccc(Br)c2)c2ccccc2C1=O,79,57,47,7.6*,16,-25*,38,47
CS(=O)(=O)c1nsc(N)n1,85,109,102,96,102,107,98,101
COc1ccc2[nH]cc(-c3nc(N)nnc3-c3ccccn3)c2c1,93,102,87,104,96,108,98,97
COc1cc(-c2cnc3nonc3n2)ccc1O,78,105,93,103,107,107,91,117
COc1ccc(NC(=O)Oc2ccc(C#N)cc2)cc1,103,110,108,.,100,104,.,97
CC(C)c1ccc(CSc2nc(SCc3ccc4sccc4c3)nc(=O)[nH]2)cc1,91,95,83,99,76,93,78,99
CN1CCCc2ccccc21,.,105,94,114,108,104,92,99
Cc1cc([N+](=O)[O-])ccc1N=O,99,111,101,119,106,96,96,117
C=CNc1nnc(C(=O)c2c[nH]c3ccccc23)o1,112,111,94,100,101,106,100,96
CCCCCCOC(OCCCCCC)c1ccccc1,99,97,105,103,112,101,99,91
CCOC1CCc2c(C)nc(N)nc2S1 (configuration not stated),102,114,96,.,105,106,96,116
CC(C)(C)n1cc(-c2ccnc(NCCCNS(=O)(=O)c3ccccc3)c2)c(-c2ccccc2)n1,78,97,62,99,53,82,51,83
N#Cc1c2ncccc2c2nnc3ccccc3n12,121,124,101,.,98,121,98,116
O=C(CCCOc1ccc(Br)cc1)Nc1ncc(Cc2ccc(F)cc2)s1,93,77,50,93,69,-27*,65,73
O=C(Nc1ccccc1)c1sc(-c2cccc(C(F)(F)F)c2)cc1O,47,53,23,33,18,78,86,81
NS(=O)(=O)c1ccc(Nc2nc(=S)nc(Nc3ccccc3)[nH]2)cc1,111,104,90,116,102,104,101,105
O=C(Nc1ccccc1)c1ccncc1,97,105,102,109,100,102,91,100

# Single values from the entries so far.
# CN1CCCc2ccccc21 in MALME-3M shows 99
# CCCCCCNC(=O)Oc1ccc(/C(=C(\C)c2ccc(Cl)cc2)c2ccc(OCCN(CC)CC)cc2)cc1 in MDA-MB-435 shows 65

# Other compounds follow:
SMILES,UACC-257,SK-MEL-28,UACC-62,SK-MEL-2,SK-MEL-5,MDA-MB-435,LOX IMVI,MALME-3M
CCCCOc1ccc(/C=N/Nc2cc(C)nc3ccc(Cl)cc23)cc1,84,-89*,78,68,72,-85*,-95*,-77*
NN1C(S)N=NC1NNC(=S)Nc1ccc(S(=O)(=O)Nc2ccc(Cl)nn2)cc1 (configuration not stated),100,107,93,98,100,102,100,91
CC1=C[C@H]2c3c(c(O)c(O)c4oc5ccccc5c(=O)c34)[C@H](c3cc(O)c(O)c4oc5ccccc5c(=O)c34)[C@H]2C(C)(C)C1,7.1*,18,-66*,0.1*,.,-36*,-79*,-1.5*
CN(C)c1ccc(/C=C/C(=O)c2cc(Cl)ccc2O)cc1,129,102,71,88,96,79,85,110
Nc1nc(SCc2ccc(Cl)cc2Cl)cc(SCc2ccc(Cl)cc2Cl)n1,127,106,78,109,95,91,105,91
COc1cccc(/C=N/NC(=O)c2ccccc2Nc2ccnc(C(F)(F)F)c2)c1O,8.2*,23,-24*,.,-33*,32,4.9*,1.2*
CC(O)(Cc1cccnc1)c1cccs1 (configuration not stated),100,115,94,103,106,107,101,110
C#C[C@]1(O)CCC2C3CCc4cc(OC)ccc4C3CC[C@@]21C (some centres not stated),104,108,83,102,104,91,84,93
O=C(O)c1cc(Cl)n[nH]c1=O,.,108,93,107,97,106,107,91
CCCSc1nc(NC2CC2)c(C#N)c(-c2ccc(C(C)C)cc2)n1,90,105,88,87,99,105,73,94
C=C(CNCCO)[C@@H]1CC[C@]2(CO)CC[C@]3(C)[C@H](CC[C@@H]4[C@@]5(C)CCC(NCCO)C(C)(C)[C@@H]5CC[C@]43C)[C@@H]12 (some centres not stated),78,81,95,96,65,70,33,62
O=C1CCCCC1Nc1ccc(Cl)cc1 (configuration not stated),114,112,82,96,101,103,85,.
C/C(=N/NC(N)=S)c1ccc([N+](=O)[O-])cc1,103,105,97,93,101,100,104,103
CCOc1ccccc1C(=O)/C=C/c1cc2ccccc2[nH]c1=O,-9.0*,-3.7*,-65*,5.0*,-78*,5.1*,-82*,-39*
CC(=O)N(O)CCCCCNC(=O)CCC(=O)N(O)CCCCCNC(=O)CCC(=O)N(O)CCCCCN,88,78,41,95,49,66,40,77
c1ccc2c(c1)cnc1ccccc12,103,118,99,.,99,102,104,127
Cc1ccccc1OCc1cn(Cc2ccc(-c3ccccc3-c3nn[nH]n3)cc2)nn1,105,107,90,101,103,111,92,86
Cc1nn2c(=O)c3c4c(sc3nc2n1-c1ccc(Cl)cc1)CN(C)CC4,.,100,103,95,95,103,87,84
C=C(C)[C@@H]1CC[C@]2(C)[C@H](CC=C3[C@@H]4CC(C)(C)CC[C@]4(C(=O)N4CCN(C)CC4)CC[C@]32C)[C@@]1(C)CCC#N,88,.,94,102,85,87,98,92
CCCN(CCC)CC(=O)N1CC(=O)Nc2ccccc21,103,114,98,44,102,99,89,100
CC1=NN(Cc2nc(-c3ccc(N(C)C)cc3)n[nH]2)C(=O)C1,108,117,98,102,105,105,97,105
CCCC1OCCS1 (configuration not stated),101,108,100,119,101,100,.,109
Cc1cc(Nc2nc(SCc3ccc(C(=O)Nc4ccc(F)cc4N)cc3)nn3cccc23)n[nH]1,68,69,24,18,7.5*,13,30,54
NC(N)=Nc1ccc(Oc2cccc(NC(N)=Nc3ccc(Br)c(C(F)(F)F)c3)c2)cc1,55,64,44,83,37,58,-59*,68
Cc1cn(C2CCCCC2)c(=O)n(-c2ccccc2)c1=O,105,128,98,116,103,117,111,116
# Further results.
SMILES,UACC-257,SK-MEL-28,UACC-62,SK-MEL-2,SK-MEL-5,MDA-MB-435,LOX IMVI,MALME-3M
COc1ccc(Nc2ncc(OC)c(NCCCNC(=O)C3CCC3)n2)cc1,109,121,106,105,97,106,90,115
O=C(O)c1c[nH]c2ccc([N+](=O)[O-])cc2c1=O,116&110,115&102,108&98,113&107,118&106,105&116,102,106
Cn1cc(C2=C(c3cccc4ccccc34)C(=O)N(O)C2=O)c2cc(Br)ccc21,118,113,93,105,101,102,83,108
COc1ccc(/C(CSc2nc3c([nH]2)c(=O)n(C)c(=O)n3C)=N\O)cc1,101,110,97,104,99,108,98,120
CCCCCCCc1c(C)[nH]c2cc(OC)ccc2c1=O,93,94,79,101,88,105,91,94
COC(=O)C(CC(C)C)NS(=O)(=O)c1ccc(-c2cc3ccccc3c(=O)o2)cc1 (configuration not stated),102,101,85,94,97,103,94,85
C=CCN(CC=C)C(=O)[C@H](CC)[C@@H]1CC[C@@H](C)[C@@H]([C@H](C)[C@@H](O)[C@@H](C)C(=O)[C@H](CC)C2O[C@]3(C=CC(=O)[C@]4(CC[C@@](C)([C@H]5CC[C@](O)(CC)[C@H](C)O5)O4)O3)[C@H](C)C[C@@H]2C)O1 (some centres not stated),21,20,11,22,-12*,41,37,-25*
O=C(CSc1nnc2n3c(nn12)SCC(c1ccccc1)=N3)c1ccc(Cl)cc1,110,107,95,111,101,101,99,103
Cc1cc(N2CCN(CC(=O)Nc3ccc4c(ccn4C)c3)CC2)nc(Cl)n1,102,110,93,106,104,105,99,97
COc1cc2c(cc1OC)-c1ccc3cc4c(cc3c1N(CCCN1CCN(C)CC1)C2)OCO4,87,109,93,86,87,89,80,99
COc1ccccc1/C=C/C(=O)/C=C/c1ccccc1O,70,-87*,-59*,72,64,-36*,-68*,-3.2*
CNC(=O)c1cc(-n2ccc3cc(NC(=O)c4cccc(C(F)(F)F)c4)ccc32)ccn1,97,95,88,93,65,87,88,91
Clc1nc(N2CCOCC2)c2[nH]cnc2n1,94,109,86,111,94,110,104,102
CCCOc1ccc(N2CCN(c3ncnc4c3ncn4CC(=O)OCC)CC2)cc1,78,101,82,90,64,94,96,94
CN(C)c1ccc(Nc2c3ccccc3nc3ccccc23)cc1,18,26,14,40,9.1*,19,-7.9*,-14*
O=C(c1ccc(O)cc1)[C@@H]1[C@@H]2CCCN2[C@@]2(C(=O)N(C(=O)c3ccc(F)cc3)c3ccccc32)[C@H]1c1ccc(F)cc1,103,99,75,110,95,88,.,84
O=C(O)CCCCCCCCCCN1C(=O)CSC1=S,92,106,92,100,94,103,89,101
O=C1C(O)=C(O)C(=O)C(O)=C1O,94&90&102,104&117&109,102&103&105,108&108&111,106&115,110&107&101,97&105&99,112&110&95
CS(=O)(=O)c1ccc(C(=O)N2N=C(c3ccc(F)cc3)CC2c2ccccc2)cc1 (configuration not stated),63,103,94,93,99,109,103,109
CC(C)Cc1ccc(C(C)c2nn3cc(-c4ccccc4)nc3s2)cc1 (configuration not stated),106,95,81,121,100,103,102,109
O=C(C/C(=N\C(=S)Nc1cc(C(F)(F)F)ccc1Cl)NO)N1CCCC1,105,109,104,.,103,108,96,106
CN(C)CCc1[nH]c2ccccc2c1CC#N,123,107,109,124,116,117,104,113
O=c1oc2ccc(Br)cc2cc1C1=CSc2ccccc2N=C1,90,104,69,92,93,94,86,88
NC(=O)c1cc(C(N)=O)nc(Cl)n1,109,116,99,112,89,100,97,130
Cn1cc(-c2csc(-c3cccc(F)c3)n2)c2cccnc21,-38*[100 µM],-58*[100 µM],-67*[100 µM],-52*[100 µM],-86*[100 µM],-54*[100 µM],-54*[100 µM],-39*[100 µM]

# Quoted at random: 2 records from the list.
SMILES,UACC-257,SK-MEL-28,UACC-62,SK-MEL-2,SK-MEL-5,MDA-MB-435,LOX IMVI,MALME-3M
CCCCOc1ccc(/C=N/Nc2cc(C)nc3ccc(Cl)cc23)cc1,84,-89*,78,68,72,-85*,-95*,-77*
CCOC1CCc2c(C)nc(N)nc2S1 (configuration not stated),102,114,96,.,105,106,96,116

# Later entries
SMILES,UACC-257,SK-MEL-28,UACC-62,SK-MEL-2,SK-MEL-5,MDA-MB-435,LOX IMVI,MALME-3M
CCOC(=O)C(CNc1ccccc1)C(=O)OCC,.,103,103,109,100,108,101,115
N#Cc1c(N)nc(Cl)c(C#N)c1C(=O)c1ccccc1,69,12,36,19,23,15,12,42
CN1C(=O)C(=C(/C=C/c2ccccc2)N=NC(/C=C/c2ccccc2)=C2C(=O)N(C)C(=O)N(C)C2=O)C(=O)N(C)C1=O,97,97,78,108,89,104,83,98
C=C1C(=O)O[C@H]2[C@H]1CC/C(COC(=O)/C=C/C(=O)OC/C1=C/CC[C@@]3(C)O[C@H]3[C@H]3OC(=O)C(=C)[C@@H]3CC1)=C\CC[C@@]1(C)O[C@@H]21,60,52,55,93,83,80,3.8*,-27*
Cc1cccc(/C=C/c2c(C(=O)c3ccccc3)c(C)nc3ccccc23)c1,101,111,80,93,94,78,80,103
Cc1cc(O)ccc1N=O,68,102,.,102,109,113,94,111
c1ccc(-c2nnc(-c3ccccc3)c3nonc23)cc1,90,103,.,89,86,79,81,75
CCOC(=O)CC1C(CNC(=O)NC)OC(n2cnc3c(NC(=O)Nc4ccccc4)ncnc32)C1O[Si](C)(C)C(C)(C)C (configuration not stated),88,84,80,54,58,54,50,55
COc1ccc2occ(C3=C(c4cn(CCN)c5ccccc45)C(=O)NC3=O)c2c1,83,82,38,71,75,11,.,77
COC(=O)[C@@]12CC[C@@H](C)[C@]3(C[C@@H](c4ccoc4)OC3=O)[C@H]1CC[C@@H]1O[C@@]12C,100,103,95,97,99,100,99,101
C#C[C@]1(O)CC[C@H]2[C@@H]3CC=C4c5sc(C6CCOCC6)nc5CC[C@]4(C)[C@H]3CC[C@@]21C,78,56,65,95,85,.,66,89
COc1cnc(NS(=O)(=O)c2ccc(N)cc2)nc1,104,122,104,129,105,94,95,98
COC(=O)[C@@H](Cc1ccc(OCc2cn(Cc3ccccc3)nn2)cc1)NC(=O)C(=O)c1cn(Cc2cn(Cc3ccccc3)nn2)c2ccccc12,113,103,.,99,99,104,96,98
COc1ccc(-n2nc(C(=O)Nc3ccccc3OC)nc2-c2cc(OC)c(OC)c(OC)c2)cc1,103,97,79,.,70,90,89,101
Cc1ccc(Oc2ccc([N+](=O)[O-])cc2)cc1,107,106,102,92,101,110,98,.
COc1ccc(CSc2nc3ccc(Cl)cc3c(=O)n2-c2ccc(Cl)cc2)cc1,.,99,96,101,95,98,95,105

# Compound profiles, from the list above. Screens in order: UACC-257	SK-MEL-28	UACC-62	SK-MEL-2	SK-MEL-5	MDA-MB-435	LOX IMVI	MALME-3M
# Listed for Cc1ccc(Oc2ccc([N+](=O)[O-])cc2)cc1 = 107	106	102	92	101	110	98	.
# Listed for C#C[C@]1(O)CC[C@H]2[C@@H]3CC=C4c5sc(C6CCOCC6)nc5CC[C@]4(C)[C@H]3CC[C@@]21C = 78	56	65	95	85	.	66	89
# Listed for COc1ccc(CSc2nc3ccc(Cl)cc3c(=O)n2-c2ccc(Cl)cc2)cc1 = .	99	96	101	95	98	95	105
# Listed for C=C1C(=O)O[C@H]2[C@H]1CC/C(COC(=O)/C=C/C(=O)OC/C1=C/CC[C@@]3(C)O[C@H]3[C@H]3OC(=O)C(=C)[C@@H]3CC1)=C\CC[C@@]1(C)O[C@@H]21 = 60	52	55	93	83	80	3.8*	-27*
# Listed for COc1ccc(-n2nc(C(=O)Nc3ccccc3OC)nc2-c2cc(OC)c(OC)c(OC)c2)cc1 = 103	97	79	.	70	90	89	101

# Compound activity as filed in PubChem BioAssay.
